# High-throughput results: PubChem BioAssay, several laboratories
# Platelet DG rel: modulates dense granule release in human platelets; human platelet-rich plasma, SFLLRN dense granule ATP release, luminescence; inhibition, %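 (compounds screened at 7.5 µM in platelet-rich plasma)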; actives 0.22% (n = 300,000); AID 1663;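 active means mean replicate score, as percent of positive control, at or above 50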
# IEC-6 tox: IEC-6 cytotoxicity, counter-screen for KLF5 inhibitors. luminescence viability. inhibition, % at 5 µM. actives 0.78% (n = 290,000). AID 1825; in the data active means inhibition above about 22%;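 further: 0% = plate median of test compound wells and 100% = cytotoxic reference compound wells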
# GSK3A inh: blocks human GSK-3 alpha kinase; ADP-Glo luminescence, 60 min; inhibition, % at 10 µM; P49840; actives 0.1% (n = 320,000);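 in the data active means inhibition above about 50%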;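 further: GST-tagged GSK-3 alpha with peptide substrate and 25 µM ATP; 0% = DMSO neutral wells and 100% = GW8510 positive control wells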
# Target sequence (P49840 whole entry, looked up): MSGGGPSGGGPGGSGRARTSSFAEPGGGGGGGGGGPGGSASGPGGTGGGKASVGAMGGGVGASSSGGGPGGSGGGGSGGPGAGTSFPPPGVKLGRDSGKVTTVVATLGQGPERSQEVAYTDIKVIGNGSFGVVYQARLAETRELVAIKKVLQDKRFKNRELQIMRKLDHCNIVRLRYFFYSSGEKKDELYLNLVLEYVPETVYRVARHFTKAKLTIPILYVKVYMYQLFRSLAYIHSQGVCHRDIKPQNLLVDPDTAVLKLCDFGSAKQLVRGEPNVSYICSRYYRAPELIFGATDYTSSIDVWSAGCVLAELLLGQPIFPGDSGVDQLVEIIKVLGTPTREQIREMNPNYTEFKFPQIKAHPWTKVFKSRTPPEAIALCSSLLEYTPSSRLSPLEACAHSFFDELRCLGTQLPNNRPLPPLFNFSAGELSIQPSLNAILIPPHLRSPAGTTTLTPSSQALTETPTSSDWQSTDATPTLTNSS
# Dyrk1A ADPGlo: Dyrk1A (rat) kinase inhibition | ADP-Glo luminescence, NFATc1 peptide | inhibition, % at 12.5 µM | AID 504441 | Q63470 | actives 0.43% (n = 310,000); in the data active means inhibition above about 50%;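 further: plate controls were vehicle with enzyme for no effect and no enzyme for full effect; many of its hits are not listed in these tables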
# aSyn 5UTR inh: MLPCN primary screen, SNCA 5' untranslated region; AID 1813; actives 0.82% (n = 300,000); inhibition, % (tested at 7.5 µM); alpha-synuclein 5'UTR reporter, inhibitor activity; in the data active means inhibition above about 60%;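 further: H4 neuroglioblastoma cells stably carrying SNCA 5'UTR luciferase fusion; 0% = DMSO wells and 100% = positive control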
# HSP90 refold inh: HSP90 refolding inhibition in rabbit reticulocyte lysate; AID 1789; luciferase refolding luminescence, 3 h; inhibition, % at 5.6 µM; actives 0.91% (n = 290,000);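 active means inhibition above the screen-wide mean plus 3 SD, computed separately per campaign, cut at about 16% in these data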;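 further: 0% = DMSO wells and 100% = 60 µM geldanamycin wells; inhibitors lower the luminescence because luciferase stays unfolded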
# HSF-1 act: increases HSF-1 driven luciferase reporter signal. AID 504408. activation, % at 9 µM. NIH3T3-HGL HSF-1 luciferase reporter, MG132, 8 h; 100% = twice DMSO control signal. actives 1.7% (n = 300,000);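 active means mean replicate activation of at least 50% with a set share of replicates each reaching 50%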;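 further: 0% = median of the neutral control wells and 100% = twice that signal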
# HSF1 inhib: HSF1 inhibition. actives 0.77% (n = 300,000). activity change, negative = inhibition, % at 7.5 µM (by protocol). AID 2098. NIH3T3-HGL HSE-luciferase, MG132-induced, luminescence 8 h; hits give low values;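 active means more than half of replicate wells show activity change below -50%, luminescence cut by over half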;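 further: luciferase reports HSF-1 transcriptional activity via heat shock element; 0% = median of DMSO wells and -100% = zero luminescence signal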
# KLF5 inh: inhibitors of KLF5 expression. DLD-1 KLF5 promoter-luciferase reporter, luminescence. inhibition, % at 5 µM. actives 0.23% (n = 290,000). AID 1700;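 active means inhibition above a per-plate limit of that plate's mean compound inhibition plus 3 SD, cut at about 60% in these data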;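 further: 0% = DMSO wells and 100% = LY294002 at 200 µM; higher means less KLF5 promoter-driven luciferase light; inactives centre near -14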
# GSK3B inh: human GSK3beta kinase inhibition; P49841; activity score (negative = inhibition), % at 10 µM; actives 0.038% (n = 300,000); GST-GSK3beta kinase, ADP-Glo luminescence, 60 min; hits give low values;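 active means more than half of replicate wells score below -50%, meaning over 50% inhibition versus plate controls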;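 further: 0% = median DMSO wells and -100% = median GW8510 positive control wells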
# Target sequence (P49841 whole entry, looked up): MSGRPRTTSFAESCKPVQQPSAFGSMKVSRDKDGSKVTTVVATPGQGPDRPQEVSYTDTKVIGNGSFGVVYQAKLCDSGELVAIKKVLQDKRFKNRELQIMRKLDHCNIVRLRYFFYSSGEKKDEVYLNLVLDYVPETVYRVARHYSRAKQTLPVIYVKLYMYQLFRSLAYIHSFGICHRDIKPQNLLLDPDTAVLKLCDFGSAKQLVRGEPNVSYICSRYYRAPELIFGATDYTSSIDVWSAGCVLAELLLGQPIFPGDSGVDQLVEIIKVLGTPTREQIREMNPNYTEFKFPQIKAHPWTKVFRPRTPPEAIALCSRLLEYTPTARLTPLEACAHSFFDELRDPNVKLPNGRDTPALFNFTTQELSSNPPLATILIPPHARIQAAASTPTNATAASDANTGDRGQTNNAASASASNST
#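 Assay system: GST-tagged human GSK3beta kinase, cell-free; Input: 1.6 ng GSK3beta; Medium: Tris/MgCl2 kinase buffer; Timing: 60 min enzyme reaction, room temperature; Signal: ADP-Glo luminescence quantifying ADP generated by kinase; Evaluation: score relative to plate controls; Benchmarks: DMSO neutral wells and GW8510 at 20 µM as positive.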
# An asterisk follows results filed as active; · = no result given. Only part of the results is shown (hit frequency here may not be typical).
structure	Platelet DG rel	IEC-6 tox	GSK3A inh	Dyrk1A ADPGlo	aSyn 5UTR inh	HSP90 refold inh	HSF-1 act	HSF1 inhib	KLF5 inh	GSK3B inh
O=C(CSC1c2ccccc2-c2ccccc21)N/N=C/c1ccccc1O	-1	1	2	6	35	4	10	2	-12	1
NS(=O)(=O)c1cccc(N2CCNCC2)c1	-1	2	0	-2	15	-4	8	-1	-16	-1
COCCOC(=O)C1=C(N)Oc2c(c(=O)oc3ccccc23)C1c1ccncc1 (centres undefined)	3	-7	2	2	-3	-1	13	6	-18	3
COc1ccc(CN2C(=O)NC(=O)/C(=C/c3ccc([N+](=O)[O-])s3)C2=O)cc1	2	-3	11	·	0	7	17	8	24	1
CC(=O)O[C@@H]1[C@H]2CC[C@@H]3[C@]1(C[C@@H](OC(C)=O)[C@@]1(O)C([C@@H]4O[C@@H]4C1(C)C)[C@]3(C)O)C[C@@]2(C)O (some centres undefined)	2	-6	-2	0	12	-1	-7	-3	-5	0
Cc1ccc(Cn2cc(C=O)c(-c3ccc(C)cc3)n2)cc1	11	-4	1	-8	-47	-6	24	38	-22	2
Cc1ccc(O)c(C(=O)c2cc(C(=O)NCc3ccccc3)c(=O)n(Cc3ccccc3)c2)c1	-3	-4	·	3	-7	0	-2	-6	-13	0
CC(=O)N1CC(=O)Nc2ccc(Cl)cc2C1c1ccccc1 (centres undefined)	-7	-4	3	-1	-14	0	21	7	-7	1
CCCCn1c(=O)c(C(=O)NCc2ccncc2)c(O)c2ccccc21	4	-1	-4	2	26	0	-3	2	7	2
CCCCN1C(=O)NC(=O)C2(Cc3cc(C)ccc3N(C)C2)C1=O (centres undefined)	-1	-2	-3	0	34	0	23	14	3	5
Cc1cc(C=O)c(C)n1C1CC1	7	0	-3	·	-15	-1	-6	-12	-10	4
COc1ccc(OC)c(CN2CCCC(C(=O)c3sccc3C)C2)c1 (centres undefined)	-3	-4	0	-4	0	-2	12	11	-18	1
COC(=O)C1=C(c2ccc(S(C)(=O)=O)cc2)C[C@@H]2CC[C@H]1N2C(=O)NCC1CC1	-1	·	-3	0	11	·	-8	-2	·	1
CC(=NCCCN1CCOCC1)c1c(O)n(-c2ccccc2C)c(=O)[nH]c1=O	-8	3	-3	5	-5	-5	-16	-9	-14	0
CC1(C)CN=C(NCc2ccccc2Cl)S1	-6	4	0	-3	-92	-1	10	5	-39	-7
CN(C)C(=O)Oc1cccc(OCc2n(C)c3ccccc3[n+]2C)c1	5	-4	-2	-3	6	-2	-12	-8	-23	1
CN1C(=O)C2C[C@@]3(Br)c4ccccc4N(OOSc4ccccc4)[C@H]3N2C(=O)[C@@H]1Cc1ccccc1 (some centres undefined)	3	·	6	-7	0	·	12	9	·	2
O=C1NC(=O)C(CCc2ccccn2)(Cc2cccc(Cl)c2Cl)C(=O)N1c1ccc(Br)cc1 (centres undefined)	11	-8	-3	2	30	0	21	2	-6	1
CCOCCCNC(=O)C1c2cc(OC)c(OC)cc2C(=O)N2CCCCC12 (centres undefined)	6	-5	-2	·	15	-2	2	13	-6	6
CCCCn1c(O)c(C(C)=NC(Cc2c[nH]c3ccccc23)C(=O)OC)c(=O)[nH]c1=O (centres undefined)	17	-3	0	-1	-13	0	23	17	-1	1
COc1cc(OC)c([C@H]2C=C(C)[C@H]3C[C@@H]2C3(C)C)c(OC)c1	-1	·	-3	6	-3	·	-11	-2	·	-1
CCC(=NCc1ccco1)c1c(O)n(-c2ccccc2)c(=O)[nH]c1=O	-2	-3	2	3	4	0	12	-1	-12	4
C/C(=N\Nc1ccccc1)c1c(O)n(-c2ccccc2)c(=O)[nH]c1=O	·	4	1	-14	·	4	·	·	9	0
O=C(CN1CCOCC1)c1cccc2ccccc12	-9	-1	-1	13	8	1	-37	-7	-2	3
CC(C)n1nnnc1CN1CCN(C)CC1	-2	0	2	2	-8	2	-6	-8	-18	0
CCN1C[C@]2(CO)CC[C@H](OC)[C@@]34C5C[C@H]6[C@H](OC)C5[C@](O)(C[C@H]6OC)[C@@](O)(C(OC)C23)[C@@H]14 (some centres undefined)	0	·	2	2	5	·	-3	-1	·	-1
CCN1CCN(c2ccc([N+](=O)[O-])cc2C#N)CC1	-3	-4	0	5	-10	1	-5	4	-13	-1
CCCc1nnc(NC(=O)CCC(=O)N2CCC3(CC2)OCCO3)s1	2	2	-3	-9	5	-1	5	-5	2	3
CC(C)Cc1nnc(NC(=O)CCC(=O)N2CCN(CCOC(c3ccccc3)c3ccccc3)CC2)s1	-12	-6	-2	-3	13	3	22	1	-2	-4
CC(=O)Nc1ccc(OCCF)cc1	1	0	-1	-2	-6	1	-6	-6	0	0
O=c1[nH]c(=O)n(Cc2ccco2)c(O)c1C=NCCN1CCNCC1	-1	-4	2	0	-9	-3	2	-15	4	-3
COc1ccc(CN2CCN(Cc3ccccc3F)CC2)cc1	-7	-11	-2	1	12	4	-10	-13	-27	2
CCCC(C)C1C(C#N)=C(N)Oc2c1c(=O)oc1ccccc21 (centres undefined)	2	1	-1	-9	-7	1	9	2	-2	-1
CCOC(=O)CSCCOc1ccc(C=C2C(=O)NC(=O)NC2=O)cc1OC	-1	0	-1	0	7	2	5	-1	3	-2
CCCSP1(=S)NCCCO1 (centres undefined)	-4	0	-4	2	-2	0	16	1	-11	0
CC(=NCCN1CCCCC1)c1c(O)n(-c2ccccc2)c(=O)[nH]c1=O	6	0	0	·	-4	14	4	-7	-14	2
S=C(NCCc1ccccc1)NCCc1cnc[nH]1	11	0	0	7	-28	3	28	5	-18	-3
N#CCCn1cc(C(=O)Nc2ccc([N+](=O)[O-])cc2)c(-c2ccc3c(c2)OCCO3)n1	5	3	0	3	18	3	-3	4	-21	-4
Cc1cccc(OP(=O)(Nc2cccnc2)Oc2cccc(C)c2)c1	0	-3	-1	1	32	-1	8	6	7	-1
COc1ccc(C2(C#N)CCN(C)CC2)cc1	-3	3	-1	-7	-7	-2	-1	5	-22	-1
Cn1c(=O)cc(OCC(=O)N2CCN(C3CCCCC3)CC2)c2ccccc21	11	15	2	-1	-39	4	-53	-44	3	1
COc1ccc(C(CNC(=O)c2ccc3c(c2)CCC3)N(C)C)cc1 (centres undefined)	-3	3	4	1	-8	3	-2	-3	5	-3
CCn1cc(C(=O)c2cccs2)c2ccccc21	-4	1	4	19	-17	3	-14	-8	-29	-3
CC(ON1CC1(C(F)(F)F)C(F)(F)F)(C(N)=O)C(N)=O (centres undefined)	-10	10	1	-1	-3	3	-1	-5	-9	2
Cc1ccsc1C(=O)C1CCCN(CCO)C1 (centres undefined)	1	5	-1	-2	4	-1	-3	-3	7	-23
CNC(C(=O)c1ccccc1)C(OC(C)C)c1ccc(Cl)cc1 (centres undefined)	-12	5	0	8	11	3	-4	-6	14	13
COc1ccc(C)cc1NC1=NCCCS1	-1	4	-1	4	-5	1	-9	-12	-20	-5
Cc1cc(C=C2C(=O)NC(=O)NC2=O)c(C)n1-c1cccnc1	-1	3	-2	20	8	-1	7	2	-32	7
Cn1c(O)c(C=NCc2ccco2)c(=O)n(C)c1=O	-2	-1	5	-6	6	3	4	3	-48	-3
CC1(C)OC(c2ccccc2)=C/C(=C/C=C2C(=O)NC(=O)NC2=O)O1	14	-6	-1	-2	6	-1	-9	-8	-11	-2
Cc1cccc(-n2c(C)nc3ccccc3c2=O)n1	2	1	-1	-8	-6	3	-15	-5	6	-2
Cc1nn(Cc2ccccc2Cl)c(Cl)c1C(=O)OCC(=O)NC(=O)NC1CCCCC1	-2	7	0	-2	-13	-2	6	-3	-9	-4
O=C(O)CN1C(=O)CN=C(c2ccccn2)c2cc(Cl)ccc21	4	-1	-2	1	1	-1	3	-9	-38	1
Clc1ccc(-c2nc3ccc(Cl)cn3c2CN2CCOCC2)cc1	-2	-5	·	-4	-5	-1	32	15	-28	3
CN(C)C1C(=O)C(C(N)=O)=C(O)C2(O)C(=O)C3=C(O)c4c(O)cccc4C(C)(O)C3C(O)C12 (centres undefined)	1	-6	-3	10	20	0	-15	3	-11	-1
O=C(Cn1c(=O)c(C(F)(F)F)nc2ccccc21)N1CCC2(CC1)OCCO2	1	0	-1	-5	-8	-1	16	-5	-5	-2
Cc1cc(OCC(=O)N2CCC(C(=O)O)(c3ccccc3)CC2)c2c(C)cc(=O)oc2c1	0	2	-5	4	-2	2	-2	7	15	5
CCN1C[C@@]2(COC)C3[C@@H](OC)[C@H]4[C@@H]1[C@@]3(C1C[C@H]3[C@H](OC(C)=O)C1[C@]4(OC(C)=O)C[C@H]3OC)[C@@H](OC)C[C@H]2OC(C)=O (some centres undefined)	-1	·	-3	·	28	·	7	0	·	1
CN1C(=O)c2ccccc2NC(=O)[C@]12O[C@@H]2c1ccccc1	-10	-3	-3	19	-6	-1	1	-6	-23	2
O=[N+]([O-])c1ccc(-c2ccccc2)c([As](=O)(O)O)c1	-5	5	0	·	-19	4	9	-7	-22	2

# Entries of single compounds, quoted from the list. Screens in order: Platelet DG rel | IEC-6 tox | GSK3A inh | Dyrk1A ADPGlo | aSyn 5UTR inh | HSP90 refold inh | HSF-1 act | HSF1 inhib | KLF5 inh | GSK3B inh
# CNC(C(=O)c1ccccc1)C(OC(C)C)c1ccc(Cl)cc1 (centres undefined) across the screens: -12 | 5 | 0 | 8 | 11 | 3 | -4 | -6 | 14 | 13
# COc1ccc(C)cc1NC1=NCCCS1 across the screens: -1 | 4 | -1 | 4 | -5 | 1 | -9 | -12 | -20 | -5
# CC1(C)OC(c2ccccc2)=C/C(=C/C=C2C(=O)NC(=O)NC2=O)O1 across the screens: 14 | -6 | -1 | -2 | 6 | -1 | -9 | -8 | -11 | -2
# CCn1cc(C(=O)c2cccs2)c2ccccc21 across the screens: -4 | 1 | 4 | 19 | -17 | 3 | -14 | -8 | -29 | -3
# CC(ON1CC1(C(F)(F)F)C(F)(F)F)(C(N)=O)C(N)=O (centres undefined) across the screens: -10 | 10 | 1 | -1 | -3 | 3 | -1 | -5 | -9 | 2

# (further entries)
structure	Platelet DG rel	IEC-6 tox	GSK3A inh	Dyrk1A ADPGlo	aSyn 5UTR inh	HSP90 refold inh	HSF-1 act	HSF1 inhib	KLF5 inh	GSK3B inh
CC(NS(C)(=O)=O)c1nnc2n1-c1ccc(Br)cc1C(c1ccccc1Cl)=NC2 (centres undefined)	9	·	3	-1	8	·	8	-1	·	-5
O=C1NC(=O)C(=Cc2coc3ccccc3c2=O)C(=O)N1	2	-1	0	3	15	6	13	4	-24	2
CCOc1cccc(=NC2CCCCC2)c2c(C)[nH]c(C)c12	-4	-11	3	7	2	3	-2	-12	10	-5
CN1CCCN(c2ccc([N+](=O)[O-])nc2)CC1	0	-2	-2	7	-13	-5	-13	-6	-14	0
